Compound activity deposited in PubChem BioAssay by several laboratories.
GALR2 antag – blocks the human galanin receptor 2; GALR2-expressing cells, antagonist mode; inhibition, % at 4 µM; 0.39% of 140,000 active; AID 828; in the data active means inhibition above about 27%;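 further: cells stimulated with galanin 1-16 at roughly its EC80; 0% = agonist challenge control and 100% = basal control without agonist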
Target sequence (O43603 whole entry, looked up): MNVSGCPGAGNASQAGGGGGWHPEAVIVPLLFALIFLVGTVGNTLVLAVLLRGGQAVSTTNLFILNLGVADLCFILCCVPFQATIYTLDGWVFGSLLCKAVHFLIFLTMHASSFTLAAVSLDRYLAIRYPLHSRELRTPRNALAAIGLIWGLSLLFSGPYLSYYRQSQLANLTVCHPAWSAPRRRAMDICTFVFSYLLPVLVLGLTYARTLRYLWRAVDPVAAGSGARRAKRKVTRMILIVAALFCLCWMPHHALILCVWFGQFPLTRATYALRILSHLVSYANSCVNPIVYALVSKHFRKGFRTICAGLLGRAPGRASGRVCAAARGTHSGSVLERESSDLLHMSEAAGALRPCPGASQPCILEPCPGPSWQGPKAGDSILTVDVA
PTEN del growth – suppresses growth of cells with PTEN deletion; HCT116 PTEN-null viability, CellTiter-Glo, 60 h; hits give low values; viability, % at 10 µM; 1.2% of 140,000 active; AID 827;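 active means viability at or below a set limit, 4 SD under the median of all tested compounds, cut at about 3.7% in these data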;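 further: PTEN knockout HCT116 line with beta catenin targeted HCT116 as companion control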
bCat KO growth – beta-catenin-lacking colon tumor cell growth suppression; 1.5% of 140,000 active; HCT116 beta-catenin knockout viability, CellTiter-Glo, 60 h; hits give low values; viability, % at 10 µM;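 active means viability at or under a set limit, the compound median less 4 SD, cut at about 6% in these data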;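 further: 0% = Hyamine 1622 control at 20 µM and 100% = untreated cell control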
Phagocyt inh – blocks phagocytosis by macrophages | J774A.1 macrophage IgG-bead phagocytosis, imaging | inhibition, % at 5 µM | 0.07% of 110,000 active | AID 1029;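 active means inhibition above the mean of the plate negative controls plus 5 SD, cut at about 13% in these data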;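 further: phagocytic index as fraction of beads internalized from green versus red external bead signal; plate controls were DMSO negative control for no effect and cytochalasin-D positive control for full effect; some results beyond the cut were filed as inactive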
Yeast life ext – yeast lifespan extension; S. cerevisiae growth with nicotinamide, OD615; deaD strain in restrictive glucose medium; inhibition of the nicotinamide effect, % at 10 µM; 0.68% of 130,000 active; AID 775;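 active means inhibition above a set limit, placed 3 SD over the median of all compounds, cut at about 26% in these data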;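 further: 0% = nicotinamide-treated wells and 100% = cells grown without nicotinamide; some compounds called inactive have numbers as strong as hits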
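Assay system: DeaD-strain S. cerevisiae. Medium: CSMM-D glucose medium, restrictive. Reagent: nicotinamide, 1.5 mM, co-present with compound. Compound: 10 µM single point, 0.25% DMSO. Schedule: culture preincubation 4 h, compound exposure 48 h, both 30 °C. Detection: absorbance at 615 nm.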
MRP-1 activ – MRP-1 activation. viability increase, % at 10 µM. H69AR cells + doxorubicin, viability rescue, CellTiter-Glo. 0.61% of 140,000 active;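 active means viability gain under doxorubicin at or above a set limit, the compound median plus 3 SD, cut at about 4.7% in these data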;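 further: MRP-1 overexpressing cells given doxorubicin 25 µM after compound pretreatment; 18-22 h compound pretreatment then 72 h with doxorubicin before readout; 0% = doxorubicin-only wells and 100% = vehicle-treated cells without doxorubicin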
Measles CPE – protection of cells from measles virus; protection (pct of control), % at 4 µM; Measles virus-infected cells, CPE protection, absorbance; 1.5% of 140,000 active; in the data active means protection mostly above about 24%, no sharp cut-off; inactive means mostly below about 26%; further: some compounds called inactive have numbers as strong as hits
Yeast growth inh – reduces growth of yeast BB579 in restrictive medium | S. cerevisiae BB579 growth, OD615, 48 h | inhibition, % at 10 µM | 0.51% of 140,000 active;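 active means inhibition above a set limit, 3 SD over the mean compound inhibition, cut at about 44% in these data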; further: inactives centre near -24
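controls = amphotericin B 10 µg/mL, positive | assay system = DeaD yeast strain BB579 | schedule = 48 h compound exposure at 30 °C after 4 h preincubation | detection = OD615 turbidity measurement | medium = restrictive CSMM-D medium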
E-sel TNF inh – TNF alpha driven E-selectin expression inhibition; 0.71% of 120,000 active; inhibition, % at 2 µM; HUVEC TNFa-induced E-selectin immunofluorescence, high content;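 active means inhibition above the batch mean plus 3 SD, and confirmed as a hit on visual image review, cut at about 43% in these data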;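 further: 0% = TNF-stimulated DMSO wells and 100% = unstimulated control wells; not every result past the cut was called active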
NPY-Y2 antag – NPY-Y2 (human) receptor antagonism | P49146 | NPY-Y2 expressing cells, antagonist mode | inhibition, % at 2.7 µM | 0.99% of 140,000 active | AID 793; in the data active means inhibition above about 17%;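 further: 0% = vehicle with agonist challenge and 100% = reference antagonist with challenge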
Target sequence (P49146 whole entry, looked up): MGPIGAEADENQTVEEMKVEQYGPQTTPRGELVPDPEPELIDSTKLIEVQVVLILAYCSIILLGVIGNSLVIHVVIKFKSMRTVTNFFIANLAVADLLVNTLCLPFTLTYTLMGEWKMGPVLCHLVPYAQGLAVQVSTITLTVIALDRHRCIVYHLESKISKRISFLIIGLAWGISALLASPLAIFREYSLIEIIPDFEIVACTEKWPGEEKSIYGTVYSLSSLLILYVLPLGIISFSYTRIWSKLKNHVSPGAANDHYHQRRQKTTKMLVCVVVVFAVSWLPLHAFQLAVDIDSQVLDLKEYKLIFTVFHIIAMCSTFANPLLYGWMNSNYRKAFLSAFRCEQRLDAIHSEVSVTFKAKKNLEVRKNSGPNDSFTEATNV
* hit, by the source's call; nt = not tested or not shown; & = joins results of further samples.

SMILES	GALR2 antag	PTEN del growth	bCat KO growth	Phagocyt inh	Yeast life ext	MRP-1 activ	Measles CPE	Yeast growth inh	E-sel TNF inh	NPY-Y2 antag
Nc1scc(-c2ccncc2)c1Cl	5	89	90	nt	-8	-3.2	7	-16	10	0
Cc1ccccc1C(=O)NC(CC(C)C)C(=O)OCc1cc(=O)n2cc(Br)ccc2n1 (stereo unspecified)	5	91	101	-11	-2	1.4	10	-51	-5	3
Clc1ccccc1CSC1=NCCCN1	-1	95	92	nt	-6	-1.6	3	-5	-4	2
Cc1ccc(C(=O)OC/C(O)=C(\C#N)c2nc3ccccc3[nH]2)cc1S(=O)(=O)N1CCOCC1	6	82	84	-1	4	-2.5	19	-18	16	0
Cc1ccc(S(=O)(=O)NC2=NCN(Cc3cccnc3)CN2)cc1	-15	90	111	0	-5	-1.6	6	-10	nt	0
C/C(CCc1ccc2c(c1)OCO2)=N\NC(=O)c1ccccc1	-11	93	91	-4	1	-2.6	8	-13	20	1
Cc1c(C(=O)Nc2ccncc2)oc2c1C(=O)CC(C)(C)C2	-11	84	91	-1	-8	-0.7	12	22	-1	2
CCCCOC(=O)c1ccc(NC(=O)/C=C/c2cccs2)cc1	-2	80	84	-2	1	4.8*	11	-19	nt	3
CCOc1ccc(NC(=O)COc2ccc(C(=O)NC3CCCc4ccccc43)cc2OC)cc1 (stereo unspecified)	10	44	27	-13	4	-4.8	nt	-14	nt	0
CC(=O)C1=C(O)C(=O)N(c2ccc(S(N)(=O)=O)cc2)C1c1ccccc1F (stereo unspecified)	2	102	92	0	-4	-1.0	37	-9	nt	-3
CCN1CCN(CC(O)COc2ccc(C(C)=O)cc2)CC1 (stereo unspecified)	-1	86	99	0	-2	-0.3	14	30	11	1
COc1cc(C2c3c(oc4ccccc4c3=O)C(=O)N2c2ccc(C)cn2)ccc1O (stereo unspecified)	6	101	92	0	-2	-1.2	10	-27	nt	5
COC(=O)c1ccc(NC(=O)C2CCCN2S(=O)(=O)c2ccc(OC)cc2)cc1 (stereo unspecified)	2	93	91	nt	nt	1.2	8	9	6	2
Cc1ccc(CN2CCN(/N=C/c3ccc(C)s3)CC2)cc1	4	97	95	-5	4	2.4	7	-24	nt	6
Cc1ccccc1-c1ccccc1N	-5	102	97	-3	3	-1.2	4	-43	nt	0
CCc1cc2ccccc2nc1SCC(=O)N1CCN(C(=O)c2ccco2)CC1	-20	76	85	-1	-2	-2.9	11	-31	-34	4
COC(=O)c1ccc(CNC(=O)COC(=O)C23CC4CC(CC(C4)C2)C3)cc1	-2	95	88	-5	-1	2.1	43	5	nt	5
O=c1[nH]nc(Sc2ncnc3sccc23)n1CCc1ccccc1	26	8	13	4	-1	-3.5	4	-20	-21	1
N#CC(C#N)=C(Nc1ccc(F)cc1)SCc1cccc(F)c1	18	13	15	0	1	-5.2	8	-16	6	3
CCCc1cc(=O)oc2cc(OCC(=O)Nc3cc(C)on3)ccc12	4	102	101	0	-11	-0.9	10	-28	-13	1
CN1CCc2nc(SCCOc3ccccc3)c(C#N)cc2C1	9	90	91	nt	1	-3.5	6	-21	29	4
Fc1ccc(Br)cc1C1C=C(c2ccc(Br)s2)Nc2ncnn21 (stereo unspecified)	21	88	90	0	0	-2.4	24	-53	-51	4
CCc1cc2cc(C)c(C)cc2nc1SCC(=O)NNC(=O)c1ccco1	-4	94	106	nt	-19	-3.6	22	-38	-15	0
Cc1nn(Cc2ccccc2Cl)c(C)c1NC(=O)Cn1nc([N+](=O)[O-])c(Cl)c1C	-7	94	95	-2	-8	-0.5	11	-33	1	0
CNC(=O)C(=O)Nc1c(C)cc(C)cc1C	-3	100	90	4	9	-0.3	4	-22	nt	3
CC(=O)Nc1ccc(S(=O)(=O)NNC(=O)c2ccc(C)cc2)cc1	-5	97	96	-2	3	-1.3	6	-48	8	0
c1csc(-c2csc3nc(CN4CCOCC4)nc(NCc4ccc5c(c4)OCO5)c23)c1	-1	60	73	-2	-10	-2.0	38	-83	-3	36*
Cc1ccc(NC(=O)CS(=O)CC(=O)N(CC(=O)NC2CCCC2)c2cc(C)ccc2C)cc1 (stereo unspecified)	-7	90	89	-1	-19	4.4	6	-41	15	2
COc1cccc(-c2nc(C(N)=O)c3[nH]c(=O)n(-c4ccccc4)c3n2)c1OC	1	90	97	-2	0	-3.5	21	-39	-22	2
CC(C)(C)c1ccc(C(=O)CSc2ncn[nH]2)cc1	5	95	94	-1	-10	9.8*	12	2	2	2
O=C(c1ccco1)c1cn(CC(=O)N2CCCCC2)c2ccccc12	2	86	96	-3	-4	-3.0	6	-28	-16	2
O=C(c1cccs1)N(CC1CCCO1)c1nc(-c2ccccc2)cs1 (stereo unspecified)	-8	80	74	0	-9	-0.6	9	-32	32	10
C=CCNc1nnc(SCC(=O)N2CCCCC2)c2ccccc12	2	80	100	-2	-20	-3.2	6	-56	0	0
Cn1nnc2cc(C(=O)NC(C)(C)C)ccc21	5	84	79	-1	-14	-1.3	4	-54	9	2
COc1ccc(NC(=O)CSCC(=O)N2c3ccccc3CCc3ccccc32)cc1	6	71	78	-8	-7	-3.1	30	-10	nt	0
CC(=O)c1cccc(NC(=O)COc2cc3oc(=O)c(CC(C)O)c(C)c3cc2Cl)c1 (stereo unspecified)	-8	94	91	7	4	-1.6	7	-44	nt	2
COC(=O)CNC(=O)COC(=O)c1cc(F)c(F)cc1Cl	-6	97	93	-1	-9	0.1	3	-25	18	-1
CCOC(=O)CSc1nnc(-c2cccc(Br)c2)o1	-2	98	101	-3	-19	-1.0	9	16	6	9
O=C(Cc1cccs1)NCc1ccccc1	11	103	98	0	-9	-2.7	38	5	-35	3
O=C(CN1C(=O)c2ccccc2S1(=O)=O)NC1CCCC1	-10	91	87	-1	-14	-1.9	7	-29	2	3

One compound at a time, as listed above.
Entry for CCOc1ccc(NC(=O)COc2ccc(C(=O)NC3CCCc4ccccc43)cc2OC)cc1 (stereo unspecified) = GALR2 antag: 10; PTEN del growth: 44; bCat KO growth: 27; Phagocyt inh: -13; Yeast life ext: 4; MRP-1 activ: -4.8; Measles CPE: nt; Yeast growth inh: -14; E-sel TNF inh: nt; NPY-Y2 antag: 0
Entry for Cc1ccc(S(=O)(=O)NC2=NCN(Cc3cccnc3)CN2)cc1 = GALR2 antag: -15; PTEN del growth: 90; bCat KO growth: 111; Phagocyt inh: 0; Yeast life ext: -5; MRP-1 activ: -1.6; Measles CPE: 6; Yeast growth inh: -10; E-sel TNF inh: nt; NPY-Y2 antag: 0

Back to the main list, starting 2 compounds before the break.
SMILES	GALR2 antag	PTEN del growth	bCat KO growth	Phagocyt inh	Yeast life ext	MRP-1 activ	Measles CPE	Yeast growth inh	E-sel TNF inh	NPY-Y2 antag
O=C(Cc1cccs1)NCc1ccccc1	11	103	98	0	-9	-2.7	38	5	-35	3
O=C(CN1C(=O)c2ccccc2S1(=O)=O)NC1CCCC1	-10	91	87	-1	-14	-1.9	7	-29	2	3
CC(C)NC(=O)c1cnc(Sc2ncc(C(F)(F)F)cc2Cl)n1C	-12	100	110	3	0	2.2	23	-44	7	1
O=C(Cn1cccc1C(=O)c1ccccc1)NCc1ccccc1	9	119	103	0	-10	0.9	2	-30	39	2
CCC(=O)Nc1ccc2nc(C)n(CC(=O)Nc3ccccc3)c(=O)c2c1	-6	97&95	90	0	-17	-1.5	2	-39	-22	2
O=c1cc(NC2CCCCC2)c2ccccc2o1	9	88	87	-1	-2	-3.2	20*	-27	23	3
CC1=CC(C)(C)N(C(=O)C(C)N2C(=O)c3ccccc3C2=O)c2c(C)cc(C)cc21 (stereo unspecified)	4	63	62	nt	1	1.7	19	-35	-9	18*
CCOC(=O)c1ccccc1NC(=O)CN(c1ccccc1OC)S(C)(=O)=O	-2	80	98	-4	-12	-0.7	16	-33	nt	3
CC1=C(C#N)C(NC(=O)c2ccco2)(C(F)(F)F)C(=O)N1 (stereo unspecified)	-12	98	81	-1	-6	0.0	6	-27	8	0
O=C(CN1CCC2(CC1)OCCO2)c1c[nH]c2ccccc12	11	80	83	-1	-4	-2.3	4	-32	nt	2
NC(=NC(=O)c1ccccc1)C1=C(O)CCC1=O	-12	99	89	0	-35	-3.4	24	29	-9	-2
O=C(Nc1sc2c(c1C(=O)NC1CC1)CCCCCC2)c1ccco1	-12	97	93	4	-11	-0.9	4	-57	-6	0
CC(O)CNc1nc2ccccc2n1-c1ncnc2sc3c(c12)CCC3 (stereo unspecified)	4	57	47	0	-6	-2.7	18	0	0	11
CCOc1ccc(S(=O)(=O)N(CC(=O)Nc2cc(C)on2)Cc2ccccc2Cl)cc1	-10	49	56	nt	-2	-4.2	15	-39	29	7
COc1ccc(C2=NOC(C(=O)NCc3ccco3)C2)cc1 (stereo unspecified)	-5	47	49	8	-23	-4.4	3	-33	-31	4
O=P(CO)(Cc1ccccc1)Cc1ccccc1	1	97	97	0	55*	0.0	14	-23	-31	2
CCN(CCO)C(=O)CC(c1ccccc1)c1cc(Br)ccc1O (stereo unspecified)	6	99	95	nt	0	-0.6	5	-31	4	3
Cc1ccccc1NC(=O)/C(C#N)=C\c1ccsc1	3	86	85	nt	3	-3.7	15	-34	nt	1
COCCn1c(CN(Cc2ccccc2)Cc2ccccc2)nc2c1c(=O)n(C)c(=O)n2C	-2	60	64	1	-5	-1.5	2	10	nt	9
O=C(Cn1cnc2c(nnn2-c2ccccc2)c1=O)NCc1ccco1	3	97	95	0	-8	-3.0	13	-24	nt	-2
CC(C)NS(=O)(=O)c1ccc(OCC(=O)Nc2cccc3ccccc23)cc1	-3	nt	97	0	0	-1.5	6	-42	-11	2
COc1cc2nc(/C=C/c3ccc(N(C)C)cc3)sc2cc1SC	52*	82	72	20	2	2.7	4	-21	14	0
CCOC(=O)c1sc(-c2ccccc2)cc1NC(=O)CSc1nnnn1C	-8	75	91	0	-7	-1.8	32	-7	8	2
COC(=O)c1sc(NC(=S)NC(=O)c2ccccc2)nc1C	-4	90	92	-8	-1	-1.8	8	-35	-11	-2
CC[C@H](C)[C@@H](NC(=O)O[C@@H]1C(=O)c2cc(Br)ccc2O[C@H]1c1cccc(OC)c1)C(=O)OC	-7	87	82	nt	2	-2.4	12	-20	8	5
CSc1cccc(NC(=O)c2nnn(Cc3ccccc3)c2N)c1	11	71	91	2	-17	-0.1	3	-33	5	-1
O=C(CSc1nc2c([nH]c3ccccc32)c(=O)n1-c1ccccc1)N1CCOCC1	2	87	80	-2	12	-2.9	5	-34	-20	4
O=C(Nc1ccccc1)C1(c2ccccc2)CC1(Cl)Cl (stereo unspecified)	6	69	72	5	6	-4.0	14	-42	-19	4
Nc1nnnn1/N=C/c1cccs1	12	89	97	0	-5	-0.2	14	2	13	1

Rows are unselected (roughly 6.1% active in at least one column).
